Screening results deposited in PubChem by several laboratories.
RBBP9 inh: human RBBP9 inhibitors, primary screen, biochemical, fluorescence polarization, FP-Rh probe, HTS; Serine hydrolase RBBP9 (Homo sapiens), O75884; recombinant RBBP9; inhibition, % at 7.94 µM; 0.2% of 220,000 active; AID 1515, 2009;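 active = inhibition above the campaign mean of all tested compounds plus 3 SD, cut at about 14% in these data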;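 note: plate controls were DMSO wells with RBBP9 for no effect and wells lacking RBBP9 protein for full effect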
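Measured by – fluorescence polarization · Test system – RBBP9 protein · Input – 2.5 µM RBBP9 dispensing solution, before mixing · Measure – percent inhibition from mP, scaled between DMSO and no-protein wells · Benchmarks – DMSO-treated enzyme wells and wells lacking RBBP9 · Times – preincubation 30 min plus labeling 45 min at 25 °C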
NPY-Y2 PAM-ag: NPY-Y2 potentiators or agonists, primary screen, cell-based; cells expressing NPY-Y2, potentiator/agonist read-out; activation, % at 3.6 µM; Neuropeptide Y receptor type 2 (Homo sapiens), P49146; 0.45% of 220,000 active; AID 1359, 2008; in the data active = activation above about 27%;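 note: cells stimulated with NPY near EC25 plus isoproterenol at EC100; 0% = vehicle plus submaximal agonist and 100% = vehicle plus saturating agonist; some results beyond the cut were filed as inactive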
NPY-Y1 PAM-ag: NPY-Y1 receptor potentiators or agonists, primary screen, cell-based | NPY-Y1 expressing cells, potentiator/agonist activation | activation, % at 3.6 µM | Neuropeptide Y receptor type 1 (Homo sapiens), P25929 | AID 1304, 2008 | 0.37% of 220,000 active; in the data active = activation above about 33%, passing the limit was not always enough;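 note: cells stimulated with NPY at EC10 then isoproterenol at EC100; 0% = low agonist plus stimulus and 100% = saturating agonist plus stimulus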
Mdm2 ligase inh: MDM2-luciferase reporter signal enhancers, primary screen, MDM2 E3 ligase inhibitor project, cell-based, luminescence, 1536-well. cell-based MDM2 ubiquitination luciferase reporter, 2 h; 0 = plate control, 100 = twice control, blank-subtracted. signal enhancement, % at 5 µM. 0.11% of 210,000 active. AID 1230, 2008;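 active = signal enhancement of 30% or more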;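 note: luminescence tracks abundance of the self-degrading MDM2-luciferase fusion protein; higher signal means inhibition of MDM2 E3 ligase activity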
Target sequence (Q00987 whole entry, looked up, the tested form may be a part): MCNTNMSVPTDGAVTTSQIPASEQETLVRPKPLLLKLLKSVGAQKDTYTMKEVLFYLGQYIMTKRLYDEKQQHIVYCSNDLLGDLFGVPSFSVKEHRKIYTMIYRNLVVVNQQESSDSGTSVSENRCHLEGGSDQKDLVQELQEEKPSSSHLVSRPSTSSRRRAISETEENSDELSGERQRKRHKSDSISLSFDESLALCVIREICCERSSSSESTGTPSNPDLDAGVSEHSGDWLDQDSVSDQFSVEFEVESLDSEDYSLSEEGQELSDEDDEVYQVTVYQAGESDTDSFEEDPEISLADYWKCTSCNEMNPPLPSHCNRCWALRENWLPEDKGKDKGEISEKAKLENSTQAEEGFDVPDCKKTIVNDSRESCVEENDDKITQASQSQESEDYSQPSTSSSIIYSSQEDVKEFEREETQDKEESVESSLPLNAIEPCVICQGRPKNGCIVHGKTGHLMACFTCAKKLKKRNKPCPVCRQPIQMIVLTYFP
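Assay system: stable mammalian line carrying autodegrading MDM2–luciferase fusion reporter; amount: 2000 cells seeded into each well; buffer or medium: DMEM; benchmarks: plate control and blank wells; signal: luciferase luminescence; timing: 2 h compound exposure at 37 °C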
p97 inhibitor: inhibitors of human p97 ATPase, primary screen, biochemical | Transitional endoplasmic reticulum ATPase (Homo sapiens), P55072 | recombinant p97 ATPase, Kinase-Glo ATP luminescence, 3 h | 0.42% of 220,000 active | AID 1481, 2009 | inhibition, % at 8 µM; in the data active = inhibition above about 15%;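 note: 0% = DMSO vehicle and 100% = wells lacking enzyme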
Runt-SMMHC FRET: inhibitors of RUNX1 Runt–CBFb-SMMHC binding, primary screen, biochemical, FRET, Cerulean-Runt, Venus-CBFb-SMMHC, uHTS; 0.74% of 220,000 active; Cerulean-Runt/Venus-CBFb-SMMHC FRET ratio 530/480, 1 h; inhibition, % at 20 µM;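 active = mean inhibition across duplicate retests at 20 µM reaching about 50%, limit read from the data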;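 note: 0% = DMSO wells and 100% = wells with excess untagged CBFb-SMMHC; inhibitors lower the FRET ratio by blocking Runt binding to CBFb-SMMHC; some results filed as inactive read as strong as hits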
Hck-Nef inh: inhibitors of Nef-activated human Hck kinase, primary screen, biochemical, Z-Lyte FRET, 384-well, Hck-YEEI; Tyrosine-protein kinase HCK (Homo sapiens), P08631; AID 463187, 2010; 0.68% of 220,000 active; Recombinant Hck-YEEI plus Nef, Z-Lyte FRET kinase assay; inhibition, % at 20 µM;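 active = Hck-Nef kinase inhibition above about 50%, limit read from the data; inactive = inhibition below that limit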;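 note: 0% = DMSO with Hck plus Nef and 100% = Hck alone without Nef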
Target sequence (P08631 whole entry, looked up): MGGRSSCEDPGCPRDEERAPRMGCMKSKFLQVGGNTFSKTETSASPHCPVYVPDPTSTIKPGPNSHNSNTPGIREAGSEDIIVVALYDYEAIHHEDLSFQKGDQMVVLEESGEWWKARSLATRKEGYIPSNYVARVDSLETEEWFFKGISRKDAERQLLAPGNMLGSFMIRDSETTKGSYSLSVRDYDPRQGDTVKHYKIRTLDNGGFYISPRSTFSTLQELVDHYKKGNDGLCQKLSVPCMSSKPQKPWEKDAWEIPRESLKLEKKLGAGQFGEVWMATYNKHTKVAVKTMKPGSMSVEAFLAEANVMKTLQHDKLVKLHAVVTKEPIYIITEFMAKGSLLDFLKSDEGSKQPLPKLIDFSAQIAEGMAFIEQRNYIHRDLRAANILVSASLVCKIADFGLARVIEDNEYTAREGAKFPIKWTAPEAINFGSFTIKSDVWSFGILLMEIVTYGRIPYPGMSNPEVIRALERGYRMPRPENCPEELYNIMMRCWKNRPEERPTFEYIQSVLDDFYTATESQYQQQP
NPY Y1 blocker: NPY-Y1 receptor antagonists, primary screen, cell-based; Neuropeptide Y receptor type 1 (Homo sapiens), P25929; 1% of 200,000 active; inhibition, % at 3.6 µM; HEK293-CNG Y1 cells, membrane potential fluorescence; NPY at EC95, then isoproterenol;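 active = inhibition above the campaign mean inhibition of all tested compounds plus 3 SD, cut at about 20% in these data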;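 note: 0% = DMSO wells given NPY plus isoproterenol and 100% = isoproterenol alone without NPY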
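Benchmarks – high control isoproterenol alone, low control NPY with isoproterenol · Material – HEK293 Y1/CNG channel cell line · Times – dye 3 h, compound 60 min room temperature, stimulation 45 min · Probe or stimulus – NPY (25 nM), isoproterenol (1 µM), Ro 20-1724 (25 µM) · Evaluation – % inhibition of NPY effect · Signal – fluorescence, membrane potential probe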
Runt-CBFb FRET: inhibitors of RUNX1 Runt–CBFb binding, primary screen, biochemical, FRET, Cerulean-Runt, Venus-CBFb, uHTS | Runt-related transcription factor 1 (Homo sapiens) + Core-binding factor subunit beta … | Cerulean-Runt/Venus-CBFb FRET ratio 530/480, 1 h | 0.46% of 220,000 active | AID 1496, 2009 | inhibition, % at 20 µM;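 active = inhibition over about 50% at 20 µM in the single-dose screen, limit read from the data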;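 note: 0% = DMSO wells and 100% = excess unlabeled CBFb competitor control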
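test system = Cerulean-Runt domain fusion protein, energy donor | probe or stimulus = Venus-CBFb binding partner, 100 nM | incubation = two 1 h room-temperature incubations shielded from light | detection = fluorescence energy transfer, 422 nm excitation, 530/480 nm emission | measure = loss of energy transfer signal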
* hit, by the source's call; · = no result given.

Sequence of screens – RBBP9 inh	NPY-Y2 PAM-ag	NPY-Y1 PAM-ag	Mdm2 ligase inh	p97 inhibitor	Runt-SMMHC FRET	Hck-Nef inh	NPY Y1 blocker	Runt-CBFb FRET
1. NC(=O)CCc1c[nH]c2ccccc12
 : -8	5	-2	-10	2	-4	1	2	-2
2. CC1S/C(=N/N=C2CCCCC2)NC1=O (stereo unspecified)
 : -4	4	-2	-3	3	0	1	0	1
3. CCN1CCN(c2ccc(NC(=O)c3ccc([N+](=O)[O-])o3)cc2Cl)CC1
 : 1	-4	-7	-15	-3	1	-10	-4	-1
4. CCCn1nnc(NC(=O)c2cc(Br)cc(Br)c2OC)n1
 : -4	5	-1	-11	2	4	0	1	0
5. Cc1cc(C)nc(Nc2nc3ccccc3s2)n1
 : -5	-2	-6	-21	-3	2	-35	3	0
6. CCN(CCCNC(=O)C1CCC(=O)N1Cc1ccc(C)cc1)c1cccc(C)c1 (stereo unspecified)
 : -5	14	23	-10	-3	-7	1	3	-1
7. NS(=O)(=O)c1ccc(NC(=O)COC(=O)C2(c3ccccc3F)CCCC2)cc1
 : -5	15	35	-8	3	5	0	0	-1
8. O=C(NCc1ccccc1)C(=O)Nc1nc(C23CC4CC(CC(C4)C2)C3)cs1
 : -5	8	-8	-7	-5	2	1	5	2
9. O=[N+]([O-])c1ccc(/C=N/Nc2ccc3ccccc3c2)o1
 : -6	66*	76*	-14	6	-14	6	-19	-6
10. COCCSc1ccccc1C(=O)Nc1ccccc1C(C)C
 : -3	1	-14	-20	-1	-4	22	2	3
11. COc1ccccc1NC(=O)c1ccc(NC(=O)CN(C)Cc2ccccc2F)cc1
 : 3	-29	-18	1	-8	-2	20	12	-1
12. Cc1cccc(N2CCN(C(=O)CCn3c(=O)[nH]c4ccccc4c3=O)CC2)c1C
 : -12	4	12	-2	2	-3	1	5	-5
13. CCC(=O)Nc1nnc(-c2cccs2)s1
 : -6	12	4	-4	4	1	-1	5	-2
14. CCOC(=O)C1(Cc2ccccc2C)CCCN(C(=O)CCc2cccnc2)C1 (stereo unspecified)
 : -4	0	11	1	-7	-4	20	6	-1
15. CCOC(=O)CSc1n[nH]c(NC(=O)c2ccc(F)cc2)n1
 : -3	1	-3	-12	1	5	-1	0	-2
16. Cc1cc(NC(=O)CSc2ccc3nnc(-c4ccc(F)cc4)n3n2)no1
 : -5	4	16	-2	2	0	2	5	-2
17. Cc1ccc(CSCC(=O)NCc2ccc3c(c2)OCO3)cc1
 : -1	-13	-29	-9	2	3	10	·	-1
18. COc1ccccc1Nc1nc(C)cc(=O)[nH]1
 : -6	-8	7	4	-7	-5	-10	3	3
19. CCCn1c(=O)[nH]c(=O)c2[nH]cnc21
 : 1	12	-20	·	5	3	-1	1	-1
20. CC1(C)CC(C(N)=S)CCO1 (stereo unspecified)
 : -8	12	16	-2	7	1	6	·	-2
21. O=C(c1cccnc1)N1CCN(c2ccc([N+](=O)[O-])cc2Cl)CC1
 : -1	2	-28	-3	-4	6	3	-4	8
22. CC1Cc2ccccc2N1S(=O)(=O)c1cccc(C(=O)N2CCN(c3ncccn3)CC2)c1 (stereo unspecified)
 : 0	3	-7	2	-1	1	-3	2	-4
23. COc1ccc(C(=O)NCCN2CCOCC2)c(OC)c1
 : -6	8	3	0	0	-1	-14	0	2
24. Cc1cc(=O)oc(C)c1C(=O)NCC(C)NC(=O)c1c(C)cc(=O)oc1C (stereo unspecified)
 : -3	-8	3	-7	-7	-4	-2	-2	-2
25. O=C(CN1CCN(c2ccccn2)CC1)N(c1ccccc1)c1ccc2ccccc2c1
 : -3	-18	-10	-2	-6	-4	-7	1	-3
26. COC(=O)/C(C#N)=C(/Nc1ccc(F)c(Cl)c1)C(F)(F)F
 : -1	-14	-6	-9	-1	-4	6	·	3
27. O=C(O)c1ccn2c(C(=O)c3ccccc3)c(-c3ccccc3)cc2c1
 : -11	5	12	-6	2	-26	-20	·	-12
28. O=C(CSc1nc(-c2ccncc2)nn1CC(=O)N1CCCCC1)NC1CCCC1
 : -3	4	9	3	1	-3	1	2	0
29. O=C1CN(C(=O)COC(=O)c2ccccc2NCc2ccco2)c2ccccc2N1
 : -6	-2	-7	9	0	-3	2	1	0
30. COc1ccc(OCC(=O)N2c3ccc(C)cc3C3CN(C)CCC32)cc1 (stereo unspecified)
 : -9	1	-5	-8	-2	-4	24	0	-1

Record cards, as listed above. Values in the order: RBBP9 inh | NPY-Y2 PAM-ag | NPY-Y1 PAM-ag | Mdm2 ligase inh | p97 inhibitor | Runt-SMMHC FRET | Hck-Nef inh | NPY Y1 blocker | Runt-CBFb FRET
Results for NC(=O)CCc1c[nH]c2ccccc12 = -8 | 5 | -2 | -10 | 2 | -4 | 1 | 2 | -2
Results for Cc1cc(NC(=O)CSc2ccc3nnc(-c4ccc(F)cc4)n3n2)no1 = -5 | 4 | 16 | -2 | 2 | 0 | 2 | 5 | -2

More compounds
Sequence of screens – RBBP9 inh	NPY-Y2 PAM-ag	NPY-Y1 PAM-ag	Mdm2 ligase inh	p97 inhibitor	Runt-SMMHC FRET	Hck-Nef inh	NPY Y1 blocker	Runt-CBFb FRET
31. Cc1scc(C(=O)NNC(=S)NC(C)c2ccccc2)c1C (stereo unspecified)
 : 2	5	-11	5	-1	-10	3	6	-1
32. Cc1ccc(CSCCNS(C)(=O)=O)cc1
 : -4	2	7	-11	5	-1	1	13	0
33. CN(CC(=O)Nc1ccc(Cl)c(Cl)c1)Cc1nnc(-c2ccc(F)cc2)o1
 : -6	-43	-21	·	0	-5	15	9	-3
34. O=C(Nc1ccc(F)cc1)c1cccnc1N1CCCCC1
 : -11	-1	-12	4	-7	-7	-13	5	1
35. C/C(=N\Nc1ccc(C(F)(F)F)cc1[N+](=O)[O-])C1CC1
 : -8	14	7	10	1	-11	2	3	-5
36. CCOC(=O)c1cc2c(=O)n3ccccc3nc2n(C(C)C)c1=NC(=O)c1c(-c2c(F)cccc2Cl)noc1C
 : -9	-3	-6	7	-7	63*	15	1	101*
37. C=CCc1c(N(CC)CC)nc(C)[nH]c1=O
 : -6	-12	5	-10	5	-2	6	·	-3
38. CCCCCCOC1(c2ccccc2)OC(=O)c2ccccc21 (stereo unspecified)
 : -2	2	1	-3	1	-2	0	5	-4
39. Cc1ccc(NC(=O)C(CC(C)C)NC(N)=O)cc1Cl (stereo unspecified)
 : 1	-10	-4	-6	-5	0	-3	5	1
40. CCOCCN1CCN(c2c(C)c(C)nc3cc(-c4cc(OC)cc(OC)c4)nn23)CC1
 : 2	-14	-3	-11	-4	-2	3	-6	-6
41. O=C(CN1CCN(c2ccccc2F)CC1)NC(=O)NCc1ccccc1
 : -8	-4	-27	-4	-2	2	6	13	0
42. Cc1[nH]nc2c1C1(C(=O)Nc3ccc([N+](=O)[O-])cc31)C(C#N)=C(N)O2 (stereo unspecified)
 : 5	-15	5	-2	2	-4	0	-4	1
43. Cc1ccc(C)c(NC(=S)NNC(=O)c2csc3c2CCC(C)C3)c1 (stereo unspecified)
 : -8	-19	-18	-2	-3	1	-5	-2	3
44. C=CCNC(=O)COC(=O)c1ccc(Sc2nncn2C)c([N+](=O)[O-])c1
 : -6	8	4	-10	3	0	19	3	-1
45. Cc1[nH]nc2c1C(c1ccoc1)C(C#N)=C(N)O2 (stereo unspecified)
 : 4	5	15	-14	12	·	2	-3	·
46. CN(C#N)c1nccc(-c2cccs2)n1
 : -4	2	-5	-9	4	-1	24	5	1
47. CC1(C)CC(=O)C2=C(C1)OC(N)=C(C#N)C2c1ccoc1 (stereo unspecified)
 : -11	-2	7	-5	-4	1	21	7	1
48. Cc1ccc(-n2ncc3c(NNC(=O)Cc4ccccc4)ncnc32)cc1
 : 3	-9	4	-7	6	1	-1	-5	0
49. O=S1(=O)N=C(N2CCN(Cc3ccccc3)CC2)c2ccccc21
 : -6	14	-1	-15	-1	-3	1	1	-1
50. COc1ccc(Nc2nnc(SC(C(=O)Nc3ccc(OC)c(Cl)c3)c3ccccc3)s2)cc1 (stereo unspecified)
 : -13	12	15	5	3	-3	5	-1	2
51. O=[N+]([O-])c1cccc(-c2cnc3ccccc3n2)c1
 : -9	-13	4	8	-4	-2	10	·	2
52. CCN(c1ccccc1)S(=O)(=O)c1ccc(F)c(C(=O)O)c1
 : -11	3	7	-6	-5	-7	-6	11	-1
53. CC1Cc2ccccc2N1C(=O)C1CCCN(S(=O)(=O)c2cccc3cccnc23)C1 (stereo unspecified)
 : -1	8	11	-32	-6	0	0	-5	2
54. CCOc1ccc(CN2CCN(Cc3cccn3-c3ncccn3)CC2CCO)cc1 (stereo unspecified)
 : -2	-6	-2	-8	-1	-7	3	3	-1
55. Cc1cc(Br)cc2c(C(=O)Nc3c(C)n(C)n(-c4ccccc4)c3=O)cc(-c3cccs3)nc12
 : -1	-4	-2	-13	6	-7	5	0	-7
56. C/C(=N/NC(=O)CNC(=O)CCc1ccccc1)c1ccc(Cl)cc1
 : -7	-13	-10	2	-2	0	17	·	0
57. COc1ccc(NC(=O)CSc2nnc(NC(=O)c3ccc(S(=O)(=O)N4CCOCC4)cc3)s2)cc1
 : -8	8	7	-11	-1	-8	-2	-1	-1
58. COc1cccc(C2CCCN2Cc2nc(-c3cnccn3)no2)c1 (stereo unspecified)
 : 2	2	11	15	5	-2	22	3	-2
59. Cc1ccc2cc(-c3noc(C(C)(C)C)n3)c(=O)[nH]c2c1
 : 3	0	3	3	-2	-1	4	-1	0
60. COc1ccc(/C=C/C(=O)Nc2cc(S(=O)(=O)N3CCOCC3)ccc2C)cc1OC
 : -5	-12	2	0	4	1	2	-4	-1
61. CC1(N2CCCCC2)CC2(O)C(=[N+]1[O-])CCC/C2=N\O (stereo unspecified)
 : -1	-7	8	-2	-2	-4	0	3	0
